NCI-60 one-dose screen, 48 h, at 10 µM unless noted. Numbers give growth in % (100 = growth as untreated, 0 = no growth, -100 = all killed).
HT29: HT29 colon cancer; actives 7.4% (n = 81,000); AID 1794748
NCI-H322M: NCI-H322M lung cancer. actives 2.7% (n = 80,000)
NCI-H226: NCI-H226 lung cancer; AID 1794732; actives 3.5% (n = 79,000)
NCI-H23: NCI-H23 lung cancer; actives 4% (n = 80,000); AID 1794731
HCT-15: HCT-15 colon cancer; AID 1794746; actives 5.2% (n = 82,000)
COLO 205: COLO 205 colon cancer. actives 7.3% (n = 79,000). AID 1794742
SW-620: SW-620 colon cancer. actives 5.2% (n = 82,000)
NCI-H522: NCI-H522 lung cancer; actives 8% (n = 78,000); AID 1794739
NCI-H460: NCI-H460 lung cancer; AID 1794736; actives 6.8% (n = 82,000)
* = called active by the depositor; . = not tested or not shown. Rule for the calls: active = growth percent below 10; inactive = the rest.

SMILES	HT29	NCI-H322M	NCI-H226	NCI-H23	HCT-15	COLO 205	SW-620	NCI-H522	NCI-H460
N#CC1=C(c2ccc(Cl)cc2)Nc2c(c(-c3ccccc3)nn2-c2ccccc2)C12C(=O)N(Cc1ccccc1)c1ccccc12 (stereo unspecified)	110.1	98.6	102.3	106.5	99.9	127.5	124.1	91.9	110.3
Cc1cc(C)n(/N=C/c2ccccc2O)c(=O)c1C#N	111.0	121.9	108.5	107.0	106.2	112.4	115.8	102.5	113.6
N#Cc1c(-c2ccccc2)nc(SCC(=O)Nc2nc(-c3ccccc3)cs2)[nH]c1=O	97.7	94.2	72.5	92.9	103.4	113.0	97.5	84.2	103.6
Cc1cc(C)n(C(=O)c2sc(=S)n(-c3ccccc3)c2N=Nc2c(N)n[nH]c2N)n1	102.6	101.1	102.3	104.4	108.1	109.3	101.9	93.2	107.5
COc1cc(-c2nc(N)n(CC(=O)Nc3ccc(/C(C)=N\O)cc3)n2)cc(OC)c1OC	86.4	94.2	94.8	95.8	101.1	103.8	95.2	60.8	105.7
CCOC(=O)C(c1ccccc1)C(C(=O)OCC)c1ccc(OC)cc1 (stereo unspecified)	84.8	106.8	98.6	84.1	71.6	105.1	98.7	81.7	104.6
COc1ccc(C(=O)C/C(=C\c2ccc(O)c(OC)c2)C(=O)NN)cc1	101.7	82.0	91.7	68.9	64.2	106.0	84.1	52.1	43.6
COc1ccc(N2C(=O)c3ccccc3[C@@H](C(=O)O)[C@H]2c2ccccc2)cc1	116.2	104.2	89.0	95.3	99.3	112.3	100.0	120.4	104.0
Cc1ccc(COc2ccc(Nc3ncnc4onc(-c5ccccc5)c34)cc2)cc1	83.1	101.2	.	92.4	99.6	105.6	97.9	75.2	100.5
O=C(Cn1cc(C2CCCCC2)nn1)Nc1nc2ccccc2s1	101.3	.	104.3	105.5	106.7	111.0	104.8	93.3	107.2
NC(=S)N/N=C1/CCCCC12CCCC2	94.7	114.9	91.3	105.5	95.1	104.8	99.0	75.7	107.5
CC(C)(c1ccccc1)c1cc(O)c(C(C)(C)c2ccccc2)cc1O	15.8	59.7	43.2	38.0	21.3	17.0	31.3	-2.0*	21.9
COc1ccc(NC2CC(=O)N(CCc3ccccc3)C2=O)c(OC)c1 (stereo unspecified)	107.4	95.0	102.3	99.1	100.2	108.6	99.1	86.9	101.1
COc1ccc(Cn2cc(C#N)c(N)c2C(C)=O)cc1	112.3	98.8	100.9	101.5	98.5	111.2	110.6	102.4	104.5
COc1ccc(/C=C/C(=O)c2ccc(NS(=O)(=O)c3c(O)c4cc(Cl)ccc4oc3=O)cc2)cc1	94.1	83.5	96.6	87.6	58.2	.	79.7	79.7	84.2
CC1(C)S[C@@H]2[C@H](NC(=O)Cc3ccccc3)C(=O)N2[C@H]1C(=O)O	100.7	119.8	98.8	106.6	98.8	112.6	110.2	95.7	117.4
CCCCc1oc2ccccc2c1C(=O)c1cc(I)c(OCCN(CC)CC)c(I)c1	-61.2*	.	-36.0*	-38.9*	-50.5*	-79.8*	-96.3*	.	-76.7*
CCC1(c2ccccc2)C(=O)Nc2ccc(F)cc21 (stereo unspecified)	100.0	115.3	99.7	103.2	100.8	110.2	111.5	86.9	119.3
CC(C(=O)Nc1cccnc1)c1ccc(Nc2ccnc(C(F)(F)F)c2)cc1 (stereo unspecified)	106.3	114.8	.	90.3	102.2	111.9	105.8	.	102.0
CCCCOC(=O)C1=C(C(=O)OCCCC)CCCC1	.	103.4	112.6	107.4	107.8	118.0	106.6	100.4	108.9
O=S(=O)(N1CCCCC1)n1nnc2cc3ccccc3cc21	96.8	88.5	.	95.5	97.9	107.2	99.5	90.7	105.2
COc1ccc2cc(-c3cn4ccccc4n3)ccc2c1	86.0	84.7	100.1	86.8	91.1	102.4	94.1	88.4	92.5
O=C1C(c2cccc3ccccc23)=C(c2c[nH]c3ccccc23)C(=O)N1CCN1CCOCC1	107.1	95.6	83.5	98.1	94.3	119.3	101.3	93.1	103.9
O=C(NCCO)c1cccnc1	91.5	95.9	92.7	101.9	113.2	105.4	96.1	73.0	98.9
O=C(OCc1ccccc1)n1nnc2ccccc21	105.6	104.6	107.7	114.7	103.7	110.7	107.3	100.3	108.8
CC1CN(CCCO)C(C)CN1CCCO (stereo unspecified)	105.2	109.6	110.3	100.3	106.5	108.8	97.4	90.3	103.5
COc1ccc(N=C2CSc3nnc(-c4cc(F)c(Cl)cc4Cl)n3N2)cc1	-66.9*	6.1*	27.9	-22.1*	5.0*	-21.1*	-47.1*	-27.7*	-63.2*
Oc1cccc(NC(=S)Nc2ccccc2)c1	103.5	85.5	103.6	95.0	93.8	123.6	108.5	87.0	103.5
CC(=O)c1ccc2c(c1)N(CCCN1CCC(CCO)CC1)c1ccccc1S2	43.9	83.8	92.5	87.7	92.7	79.7	96.3	95.6	105.3
COc1ccc(/C=C/c2cc(-c3ccc(OC)c(OC)c3)c3sc(=O)[nH]c3n2)cc1OC	98.7	75.9	86.2	98.5	86.9	95.9	96.2	56.3	98.2
COC1=C(NCc2ccccc2)C(=O)C(OC)=C(NCc2ccccc2)C1=O	85.7	109.0	93.6	95.9	114.7	113.7	100.5	91.1	107.3
CN(C)c1ccc(S(=O)(=O)O)cc1	101.7	115.7	96.6	102.8	101.7	101.5	111.2	101.3	108.8
Oc1nc(Nc2ccc(Cl)cc2)sc1C=Nc1ccc(Cl)cc1	104.9	86.2	.	90.9	94.0	103.2	97.7	81.0	89.1
N#Cc1c(-c2ccc(Cl)cc2)nc(SCc2nnc(-c3ccc(Cl)cc3)o2)[nH]c1=O	107.3	97.1	97.1	100.3	102.1	114.6	108.1	98.8	106.8
O=C(COCc1c(-c2ccccc2)no[n+]1[O-])Nc1ccc(C(=O)/C=C/c2ccc3c(c2)OCO3)cc1	132.3	113.1	96.6	101.1	104.1	120.1	105.1	139.9	112.2
CC(=O)Nc1cc2c(cc1Cl)-c1ccccc1C2	102.0	96.1	90.1	94.1	87.8	110.1	96.6	88.1	98.9
O=C(O)C(SC(C(=O)O)c1ccccc1)c1ccccc1 (stereo unspecified)	103.3	117.7	95.9	99.8	99.8	112.6	106.5	108.0	110.4
CCCCC#Cc1c(I)n(C)c(=O)[nH]c1=O	-75.3*	101.2	39.8	14.4	-92.5*	-36.8*	-93.2*	-13.4*	103.1
CC1=C(c2ccc(Cl)cc2)OC(C(C)C)C2(C#N)C(=N)NC(=O)C12C#N (stereo unspecified)	102.5	101.9	103.7	89.6	91.5	103.2	114.9	57.1	107.8
Cc1nc2ccccc2n1C(=O)CC1C(=O)NC(=S)NC1=O	110.4	107.2	99.5	93.9	98.2	118.2	99.8	94.3	105.1

Five entries picked at random from those above:
SMILES	HT29	NCI-H322M	NCI-H226	NCI-H23	HCT-15	COLO 205	SW-620	NCI-H522	NCI-H460
O=C(O)C(SC(C(=O)O)c1ccccc1)c1ccccc1 (stereo unspecified)	103.3	117.7	95.9	99.8	99.8	112.6	106.5	108.0	110.4
O=C(OCc1ccccc1)n1nnc2ccccc21	105.6	104.6	107.7	114.7	103.7	110.7	107.3	100.3	108.8
Oc1nc(Nc2ccc(Cl)cc2)sc1C=Nc1ccc(Cl)cc1	104.9	86.2	.	90.9	94.0	103.2	97.7	81.0	89.1
COc1ccc2cc(-c3cn4ccccc4n3)ccc2c1	86.0	84.7	100.1	86.8	91.1	102.4	94.1	88.4	92.5
O=C(NCCO)c1cccnc1	91.5	95.9	92.7	101.9	113.2	105.4	96.1	73.0	98.9

Some entries already given, showing only NCI-H460.
Structure	NCI-H460
CC(=O)c1ccc2c(c1)N(CCCN1CCC(CCO)CC1)c1ccccc1S2	105.3
COc1ccc(/C=C/c2cc(-c3ccc(OC)c(OC)c3)c3sc(=O)[nH]c3n2)cc1OC	98.2
COC1=C(NCc2ccccc2)C(=O)C(OC)=C(NCc2ccccc2)C1=O	107.3
CN(C)c1ccc(S(=O)(=O)O)cc1	108.8
Oc1nc(Nc2ccc(Cl)cc2)sc1C=Nc1ccc(Cl)cc1	89.1
N#Cc1c(-c2ccc(Cl)cc2)nc(SCc2nnc(-c3ccc(Cl)cc3)o2)[nH]c1=O	106.8

Further compounds
SMILES	HT29	NCI-H322M	NCI-H226	NCI-H23	HCT-15	COLO 205	SW-620	NCI-H522	NCI-H460
CC(=O)NCCCN1c2nc3ccccc3cc2Sc2cc3ccccc3nc21	98.4	93.2	74.8	56.4	100.9	108.5	98.6	89.6	110.2
BrC1CC(Br)c2c1c1c(c3c2C(Br)CC3Br)C(Br)CC1Br (stereo unspecified)	86.7	97.7	100.7	99.7	97.6	105.5	83.0	84.4	93.4
Cc1ccc2nc(NC(=O)CSc3nc(-c4ccccc4)c(C#N)c4nnc(C)n34)sc2c1	109.2	99.7	91.7	101.7	106.5	127.0	102.1	90.0	101.8
Cc1c(C)c(C)c(C(=O)C[n+]2ccccc2)c(C)c1C	114.7	91.9	91.6	107.3	93.0	121.9	99.6	.	95.7
C=CCC(O)c1ccc(C(C)C)cc1 (stereo unspecified)	105.9	99.7	96.2	107.6	97.7	111.2	110.9	104.8	118.1
FC(F)(F)c1ccc(-c2cnc(Cl)nc2NCCCC(F)(F)C(F)(F)C(F)(F)C(F)(F)C(F)(F)C(F)(F)C(F)(F)C(F)(F)F)cc1	103.4	125.6	99.5	99.0	101.8	107.2	97.9	93.5	100.5
O=C(N/N=C/c1ccc2c(c1)OCO2)c1ccccc1	99.5	110.5	107.7	109.4	100.0	104.8	99.0	92.2	100.2
O=CNC(c1ccccc1)(c1ccccc1)c1ccccc1	91.1	103.6	100.1	104.5	105.4	126.2	111.3	89.0	114.1
COc1ccc(NC(=S)N/N=C/c2ccccc2SSCCC(=O)OC[C@H]2O[C@H](O)[C@H](O)[C@@H](O)[C@@H]2O)cc1	102.1	52.5	88.2	67.2	71.8	100.3	93.5	58.4	26.6
COc1ccccc1Nc1nc(SCCC(C)C)nc(-c2cc(OC)c(OC)c(OC)c2)c1C#N	95.7	108.6	94.9	101.6	106.7	107.3	108.0	89.7	100.7
NS(=O)(=O)Oc1cccc(-c2nc3sccn3c2-c2ccncn2)c1	88.8	109.1	106.0	109.9	105.2	68.8	109.6	104.4	104.9
Cn1c(=O)c2[nH]c(CCc3nc4c([nH]3)c(=O)n(C)c(=O)n4C)nc2n(C)c1=O	92.2	101.6	90.2	108.0	105.0	100.3	100.9	84.4	102.2
COc1ccccc1C(CNc1oc(-c2cccs2)nc1C#N)N(C)C (stereo unspecified)	99.9	98.8	93.8	102.7	89.6	102.7	97.9	95.5	102.3
Cc1ccc(OCC(=O)O)cc1	91.1	98.7	104.1	105.2	97.1	112.2	107.8	90.3	110.6
C[C@]12CCc3nc(-c4ccc(F)cc4)sc3C1=CC[C@@H]1[C@@H]2CC[C@]2(C)/C(=N\NC(=O)c3ccncc3)CC[C@@H]12	91.8	92.8	92.7	98.4	90.3	104.8	101.5	80.5	100.9
CCC1=CC2=NCC(C)C(=O)N2C=C1 (stereo unspecified)	91.4	110.9	78.6	93.4	103.8	96.3	98.4	75.9	105.9
Cc1ccc(S(=O)(=O)N2CCc3c([nH]c4ccccc34)[C@@H]2Cc2cnc[nH]2)cc1	71.8	86.2	86.1	83.6	94.5	76.6	81.2	85.5	69.0

Compound activity deposited in PubChem by NCI.
